CSN inh – CSN deneddylation inhibition. Q92905. Purified CSN, SCF-Nedd8-OG deneddylation, fluorescence polarization. inhibition, % at 12.5 µM. 360,000 tested, 0.38% active. AID 651999;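 active = pattern-corrected inhibition above about 35%, with an unprinted fluorescence ratio check between 0.5 and 1.5, limit read from the data, passing the limit was not always enough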;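 also: 0% = enzyme with substrate and 100% = substrate without enzyme; some results filed as inactive read as strong as hits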
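assay system = purified human Csn5 enzyme expressed in HEK293T cells | amount = 0.24 nM enzyme | buffer or medium = Tris/NaCl/DTT buffer, pH 7.5 | reagent = 10 nM SCFSkp2-Nedd8OG | compound = one concentration, 12.5 µM, 0.25% DMSO | times = 90 min reaction at room temperature | signal = FP | read-out basis = % inhibition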
Tb MetRS inh – blocks T. brucei methionyl-tRNA synthetase activity. purified T. brucei MetRS, ATP depletion, Kinase-Glo luminescence. inhibition, % at 11.9 µM. 360,000 tested, 0.4% active. AID 624268;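 active = inhibition above a per-plate cutoff of the control wells' mean inhibition plus 3 SD, cut at about 5.5% in these data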;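 also: 0% = DMSO wells median and 100% = median of wells with control inhibitor compound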
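Test system: purified T. brucei MetRS enzyme. Also added: ATP, methionine and E. coli bulk tRNA substrates. Compound: 11.9 µM single point. Schedule: 15 min enzyme-compound preincubation, 2 h reaction, 10 min detection, 25 °C. Signal: luciferase luminescence of residual ATP, Kinase-Glo. Evaluation: percent inhibition versus plate control medians. Controls: DMSO wells, low control.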
Rpn11 inh – inhibitors of human proteasome Rpn11; AID 588493; calls only at 20 µM; O00487; 360,000 tested, 0.59% active; human 26S proteasome, Ub4-pepOG fluorescence polarization; 20S core pre-blocked with epoxomicin;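 active = inhibition at 20 µM, scaled to each plate's controls, above about 33%, limit read from the data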
Scp1 inh – Scp-1 (human) phosphatase inhibition. inhibition, % at 20 µM. AID 493091. Recombinant Scp1, phosphopeptide, malachite green phosphate absorbance. Q9GZU7. 340,000 tested, 0.88% active;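 active = inhibition above about 50% at 20 µM, limit read from the data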;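 also: plate controls were DMSO wells with enzyme for no effect and wells lacking enzyme for full effect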
Target sequence (Q9GZU7 76-261 limits assumed): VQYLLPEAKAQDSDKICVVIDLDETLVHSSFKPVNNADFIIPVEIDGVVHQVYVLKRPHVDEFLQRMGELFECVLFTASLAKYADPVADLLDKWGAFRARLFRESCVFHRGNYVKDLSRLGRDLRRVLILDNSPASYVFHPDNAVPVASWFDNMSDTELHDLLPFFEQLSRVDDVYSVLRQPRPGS
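System: SCP-1 catalytic domain; Reagent: Phospho 17-mer peptide substrate; Doses: one concentration, 20 µM, with 1.0% DMSO; Incubation: 45 min room-temperature reaction, 5 min colour, 30 min stabiliser; Signal: Phosphate-binding colour reagent, absorbance read at 630 nm.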
NadD block – blocks S. aureus nicotinate mononucleotide adenylyltransferase; AID 602399; purified NadD enzyme, colorimetric absorbance read-out; 360,000 tested, 0.78% active; inhibition, % at 20 µM; in the data active = inhibition above about 26%; also: some compounds past the cut are filed as inactive
DNMT1 inh – inhibitors of human DNMT1. 360,000 tested, 0.83% active. inhibition (reported as % activation of signal), % at 10 µM. P26358. DNMT1 molecular beacon, Hinp1I cleavage, fluorescence; in the data active = inhibition above about 50%
PABP1 MLLE inh – inhibitors of microRNA-mediated deadenylation, human PABP1 MLLE binding; GST-MLLE / FITC-PAM2 fluorescence polarization; inhibition, % at 20 µM; 360,000 tested, 0.36% active; AID 588489; in the data active = inhibition above about 35%, passing the limit was not always enough;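 also: plate controls were DMSO wells with GST-MLLE for no effect and wells lacking GST-MLLE protein for full effect; some results filed as inactive read as strong as hits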
Target sequence (P11940 whole entry, looked up): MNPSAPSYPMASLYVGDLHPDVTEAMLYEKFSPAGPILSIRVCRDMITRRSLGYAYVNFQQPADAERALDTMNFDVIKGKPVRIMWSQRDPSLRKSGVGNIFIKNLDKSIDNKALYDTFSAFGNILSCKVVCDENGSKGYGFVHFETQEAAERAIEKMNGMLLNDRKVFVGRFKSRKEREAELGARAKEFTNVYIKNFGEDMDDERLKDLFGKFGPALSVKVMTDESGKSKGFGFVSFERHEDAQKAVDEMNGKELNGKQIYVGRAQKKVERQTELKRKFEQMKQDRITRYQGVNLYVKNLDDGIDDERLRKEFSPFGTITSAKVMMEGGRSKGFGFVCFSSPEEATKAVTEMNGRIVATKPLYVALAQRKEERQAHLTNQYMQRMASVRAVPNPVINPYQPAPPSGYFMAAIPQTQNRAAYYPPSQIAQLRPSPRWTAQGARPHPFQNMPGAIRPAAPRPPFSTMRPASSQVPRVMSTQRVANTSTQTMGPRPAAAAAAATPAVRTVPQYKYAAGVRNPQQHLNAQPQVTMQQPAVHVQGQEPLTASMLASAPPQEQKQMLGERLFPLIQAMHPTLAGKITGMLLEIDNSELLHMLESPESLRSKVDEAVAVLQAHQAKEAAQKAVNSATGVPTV
SUMO1-SIM PPI – SUMO1-SIM interaction modulation; P63165; SUMO1 binding to a labelled peptide, TR-FRET, 1 h; inhibition, % at 20 µM; 360,000 tested, 0.33% active; AID 602429; in the data active = inhibition above about 37%
Target sequence (P63165 whole entry, looked up): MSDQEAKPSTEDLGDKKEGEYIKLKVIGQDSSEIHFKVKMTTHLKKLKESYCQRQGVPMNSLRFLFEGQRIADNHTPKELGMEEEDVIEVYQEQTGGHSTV
LMPTP inh – blocks human LMPTP phosphatase; P24666; recombinant LMPTP-A, OMFP fluorogenic substrate, fluorescence intensity; inhibition, % at 20 µM; 360,000 tested, 0.22% active;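 active = compounds that cut the enzyme signal by at least half of the control window in the single-dose screen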;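 also: plate controls were DMSO wells with enzyme plus substrate for no effect and substrate without enzyme for full effect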
Target sequence (P24666 whole entry, looked up): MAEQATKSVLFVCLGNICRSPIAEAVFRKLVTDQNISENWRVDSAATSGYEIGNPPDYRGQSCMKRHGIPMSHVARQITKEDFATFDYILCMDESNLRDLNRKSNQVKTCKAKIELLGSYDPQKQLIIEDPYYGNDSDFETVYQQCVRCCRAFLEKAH
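Buffer or medium: Bis-Tris pH 6.0, DTT, detergent; Assay system: LMPTP-A enzyme; Quantity: 0.625 nM enzyme; Detection: endpoint fluorescence intensity; Times: 50 min dark incubation at room temperature; Controls: substrate-only low control, DMSO enzyme-plus-substrate high control; Doses: single 20 µM dose; Read-out: percent inhibition versus substrate-only and uninhibited controls; Reagent: 400 µM OMFP.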
STEP block – inhibitors of human striatal-enriched phosphatase STEP | recombinant STEP, OMFP fluorogenic substrate, fluorescence | 360,000 tested, 0.25% active | P54829 | inhibition, % at 20 µM | AID 588621;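 active = inhibition at 20 µM, scaled per plate between control wells, above about 37%, limit read from the data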;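 also: 0% = DMSO with enzyme and substrate and 100% = substrate only without enzyme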
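material = STEP tyrosine phosphatase | reagent = fluorogenic phosphatase substrate OMFP at 25 µM final | doses = single compound dose of 20 µM, 1% DMSO final | schedule = 20 min reaction, room temperature, in the dark | measured by = fluorescence, 480/540 nm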
* hit, by the source's call; i = inactive; / = not tested or not shown.

SMILES	CSN inh	Tb MetRS inh	Rpn11 inh	Scp1 inh	NadD block	DNMT1 inh	PABP1 MLLE inh	SUMO1-SIM PPI	LMPTP inh	STEP block
Cc1ccc2[nH]c3c(=O)n(CC(=O)N4CC(C)CC(C)C4)ncc3c2c1 (stereo not drawn)	1	1.0	i	0	-2	3	8	2	-4.1	-6
O=C(Nc1ccccc1N1CCCC1)C1CCCO1 (stereo not drawn)	0	-0.8	i	1	-4	-1	13	6	-0.8	-1
Cc1ccc(OCC(=O)O/N=C(\N)c2ccccn2)cc1	5	-0.2	i	-6	10	1	5	3	-0.5	3
O=C(COC(=O)C1CCCCC1C(=O)N1CCc2ccccc21)NCc1ccco1 (stereo not drawn)	2	-0.1	i	15	9	18	-1	-3	3.7	-7
C[C@H]1CN([C@@H](C)CO)C(=O)CCCn2cc(nn2)CO[C@@H]1CN(C)S(=O)(=O)c1ccc(-c2ccccc2)cc1	3	0.4	i	/	1	-1	-8	-4	-2.3	1
CCc1ccc(NC(=O)CSc2nnc(Cn3c(=O)sc4ccccc43)n2C)cc1	-2	0.3	i	2	-6	3	-22	1	-1.8	-1
CCOC(=O)C1(Cc2cccc(OC)c2)CCN(Cc2ccccc2OC)CC1	5	-1.7	i	-1	-10	1	7	3	0.5	5
COC(=O)c1c(C)[nH]c(C)c1C(=O)c1ccccc1Cc1ccccc1	-2	-0.5	i	-14	-6	4	-3	5	1.6	-3
COc1cc(-c2nc(C(=O)NCC3CCCO3)cc3c2[nH]c2ccccc23)cc(OC)c1OC (stereo not drawn)	5	-1.1	i	1	1	-22	-11	4	3.1	-3
COCCNC(=O)c1ccc2c(c1)nc(C)n2-c1cccc(Cl)c1	-1	-0.5	i	-10	-4	-3	-2	3	-3.1	2
O=C(Nc1ccc(OCc2ccccc2)cc1)Nc1nnc([C@H]2C[C@H](O)[C@@H](CO)O2)s1	-4	-0.1	i	/	-3	-11	-11	2	-1.0	0
O=C(C(Sc1ccccc1)c1ccccc1)N1CCN(c2ccccc2)CC1 (stereo not drawn)	5	-1.4	i	1	4	-3	38	-4	0.9	1
CCOC(=O)C1=NOC(CNC(=O)c2ccccc2Cl)C1 (stereo not drawn)	-11	0.9	i	-4	-3	-1	-1	1	-0.6	-4
CCOc1ccc(C(=O)C(C)OC(=O)c2nc(Cl)ccc2Cl)cc1 (stereo not drawn)	0	-0.3	i	-18	-8	1	-8	-2	1.3	1
CC(C)c1ccc(Nc2nc(Cl)nc(Cl)n2)cc1	-2	-1.0	i	-4	-1	4	10	4	-1.9	-8
Cc1ccc(NS(=O)(=O)c2cc(C(N)=O)ccc2C)cc1	1	-0.5	i	-4	-1	2	2	2	-1.8	-12
CN1CCN(C(=O)c2ccccc2N(Cc2ccccc2)S(=O)(=O)c2ccccc2)CC1	6	-1.4	i	0	-8	-1	-12	-1	0.0	-2
COc1cc(CCc2ccccc2)c(C(=O)O)c(O)c1C/C=C(/C)CCC=C(C)C	14	-1.7	i	1	23	61*	-19	77*	2.3	-1
CC(C)OC(=O)c1cccc(C(=O)Oc2ccc(Br)cc2)n1	1	-0.5	i	-7	0	0	11	-4	0.5	0
CCc1cc(C(=O)Nc2cc(S(=O)(=O)N3CCCCC3)ccc2N2CCN(C)CC2)sc1C	3	-0.3	i	/	-6	-9	-11	-3	-0.4	1
Cc1cc(C(=O)OC(C)C(=O)NC2CCCCC2C)c2ccccc2n1 (stereo not drawn)	0	0.2	i	/	-1	3	-22	-4	-0.2	-2
O=C(NCc1cccnc1)c1ccc(-c2ccc(F)c(F)c2)c2ccoc12	-1	-0.4	i	/	4	-7	0	-4	0.2	2
C#CCN(C(=O)CC1C(=O)NCCN1C/C=C/c1ccccc1)C1CCCCC1 (stereo not drawn)	2	-0.4	i	-11	0	-5	1	-2	2.6	2
Cc1ccc(C(=O)C2OC(=O)C(C)(C)C(=O)C2(C)C)cc1 (stereo not drawn)	-3	-1.6	i	-19	-6	4	5	1	-2.3	-9
O=C(NCc1ccccc1)C(c1ccccc1F)N(C(=O)c1csnn1)C1CCCC1 (stereo not drawn)	0	-0.9	i	-8	-3	1	9	0	0.0	0

Part of the list above, with values under each structure.
The line under a structure holds: CSN inh | Tb MetRS inh | Rpn11 inh | Scp1 inh | NadD block | DNMT1 inh | PABP1 MLLE inh | SUMO1-SIM PPI | LMPTP inh | STEP block
CCc1ccc(NC(=O)CSc2nnc(Cn3c(=O)sc4ccccc43)n2C)cc1
 : -2 | 0.3 | i | 2 | -6 | 3 | -22 | 1 | -1.8 | -1
COc1cc(-c2nc(C(=O)NCC3CCCO3)cc3c2[nH]c2ccccc23)cc(OC)c1OC (stereo not drawn)
 : 5 | -1.1 | i | 1 | 1 | -22 | -11 | 4 | 3.1 | -3
CC(C)OC(=O)c1cccc(C(=O)Oc2ccc(Br)cc2)n1
 : 1 | -0.5 | i | -7 | 0 | 0 | 11 | -4 | 0.5 | 0

Structures shown so far with an NH in an aromatic ring, in the order listed:
SMILES	CSN inh	Tb MetRS inh	Rpn11 inh	Scp1 inh	NadD block	DNMT1 inh	PABP1 MLLE inh	SUMO1-SIM PPI	LMPTP inh	STEP block
Cc1ccc2[nH]c3c(=O)n(CC(=O)N4CC(C)CC(C)C4)ncc3c2c1 (stereo not drawn)	1	1.0	i	0	-2	3	8	2	-4.1	-6
COC(=O)c1c(C)[nH]c(C)c1C(=O)c1ccccc1Cc1ccccc1	-2	-0.5	i	-14	-6	4	-3	5	1.6	-3
COc1cc(-c2nc(C(=O)NCC3CCCO3)cc3c2[nH]c2ccccc23)cc(OC)c1OC (stereo not drawn)	5	-1.1	i	1	1	-22	-11	4	3.1	-3

The listing picks up with the 3 entries that preceded the break.
SMILES	CSN inh	Tb MetRS inh	Rpn11 inh	Scp1 inh	NadD block	DNMT1 inh	PABP1 MLLE inh	SUMO1-SIM PPI	LMPTP inh	STEP block
C#CCN(C(=O)CC1C(=O)NCCN1C/C=C/c1ccccc1)C1CCCCC1 (stereo not drawn)	2	-0.4	i	-11	0	-5	1	-2	2.6	2
Cc1ccc(C(=O)C2OC(=O)C(C)(C)C(=O)C2(C)C)cc1 (stereo not drawn)	-3	-1.6	i	-19	-6	4	5	1	-2.3	-9
O=C(NCc1ccccc1)C(c1ccccc1F)N(C(=O)c1csnn1)C1CCCC1 (stereo not drawn)	0	-0.9	i	-8	-3	1	9	0	0.0	0
Cc1ccc(S(=O)(=O)N(C)C)cc1NC(=O)c1ccccc1SCC(=O)N1CCCC1	0	-0.2	i	-11	5	-4	2	-55	-8.2	-1
COc1ccc2ccccc2c1C(=O)/C=C\c1ccoc1	4	0.0	i	-12	0	2	12	-1	2.7	-1
CCOc1ccc(NC(=S)N(CCOC)C(C)c2cccnc2)cc1 (stereo not drawn)	2	0.1	i	8	-4	0	-12	0	-1.1	2
CCC1C(=O)N=C(SCC(=O)Nc2ccc(S(N)(=O)=O)cc2)NC1=O (stereo not drawn)	-14	-1.2	i	3	-2	1	21	1	-0.1	-2
CCOc1ccccc1/C=C/C(=O)c1ccc(Cl)cc1	-2	-0.9	i	-12	1	22	6	-5	1.7	1
CC(=O)OCC1CC(COC(C)=O)C(COC(C)=O)CC1COC(C)=O (stereo not drawn)	1	-0.5	i	10	5	0	0	2	0.3	-2
CSCC[C@H](NC(=O)[C@@H]1CSC2c3ccccc3C(=O)N21)C(=O)NCc1ccco1 (stereo partly drawn)	3	-0.6	i	-9	-5	-2	0	2	0.2	-1
COCCCNC(=O)/C(C#N)=C/c1cccc(NC(=O)c2ccccc2Cl)c1	0	0.3	i	-8	-2	-17	-8	21	-2.1	-2
Cc1cc2c3c(ccc(C)c3n1)N=CN2c1ccccc1	-3	-0.3	i	-1	4	2	-2	-14	-0.1	-2
CCCn1c(=S)[nH]c2cc(C(=O)N3CCN(c4ccc(F)cc4)CC3)ccc2c1=O	1	0.3	i	/	3	-6	-70	-1	-2.1	1
Cc1ccc(S(=O)(=O)NCc2ccccc2Br)cc1	-1	0.2	/	/	/	/	/	-1	-0.9	/
O=C(CCN1C(=O)/C(=C\c2ccccc2)SC1=S)NNC(=O)c1cccnc1	-6	-0.7	i	-1	4	-2	-6	-12	-1.1	-4
CCOC(=O)c1cc(-c2ccc(F)cc2)n(CC(=O)NCc2cccnc2)c1C	1	-0.8	i	-6	-1	-1	10	5	-0.6	4
COc1ccc(NC(=O)Nc2c(C)n(C)n(-c3ccccc3)c2=O)cc1	2	0.1	i	-3	3	3	-1	0	0.8	-3
COc1ccc(CNC(=O)COC(=O)CCN2C(=O)C3CC=CCC3C2=O)cc1OC (stereo not drawn)	-2	-0.1	i	-5	0	4	-13	-3	-1.5	0
CCCCCCCCCCCNC(=O)c1ccoc1C	28	-0.9	i	-10	10	36	1	-2	0.6	1
Cc1ccc(-c2ccnc3cc(C)nn23)cc1	-3	-0.2	i	-1	-1	-1	7	-23	-2.2	-1
CCOC(=O)c1[nH]c(C)c(C(=O)N(C)C)c1C	-7	1.1	i	-8	-2	1	1	0	0.1	-1
O=C(Nc1ccccn1)C1CCN(S(=O)(=O)c2ccccc2)CC1	-5	0.0	i	-2	0	5	9	1	-0.3	-3
CCOc1ccc(-c2ccc(NS(=O)(=O)c3ccc([N+](=O)[O-])cc3)cc2)nn1	-8	0.1	i	-2	0	-5	5	-22	0.5	-1
O=C1C=C(NCC2CCCO2)C2(CCCCC2)O1 (stereo not drawn)	5	0.4	i	-6	-10	-1	14	1	-2.0	-1
O=C(Nc1cccc(F)c1)N1CCN(C(=O)c2ccco2)CC1	-2	0.1	i	-5	-1	3	7	0	-1.5	3
CCOC(=O)C1(CCOC)CCN(C(=O)c2ccc(CSC)o2)CC1	3	-0.4	i	1	-3	0	0	-1	-2.1	4
CC1=C(C(=O)OCCc2ccccc2)C(c2ccsc2)NC(=O)N1C (stereo not drawn)	1	0.6	i	-1	-1	2	-7	5	0.0	0
COc1ccccc1/C=C/C(=O)OCC(=O)Nc1nnc(-c2ccccc2)o1	-4	-0.3	i	11	15	2	7	5	0.1	0
COC(=O)c1c(C)cc(C)n2c1nc1ccccc12	-4	-1.1	i	-7	3	1	-3	-14	0.0	-5
COc1cccc(CNC(=O)CCC2CCCN(C(=O)c3ccccc3N(C)C)C2)c1 (stereo not drawn)	-3	-0.3	i	-4	1	0	2	5	-0.9	0
COc1cc(C(=O)NNC(=O)c2ccccc2OCc2c(C)noc2C)cc(OC)c1OC	-2	-0.2	i	-4	-2	2	16	-1	-1.2	-1

Bioassay records: PubChem, several laboratories
